From PubChem BioAssay
CHO-K1 Ca antag = M1 antagonist counterscreen hit in parental CHO-K1 cells. AID 602250. ATP-induced calcium, Fluo-8 fluorescence. 360,000 tested, 0.6% active. inhibition, % at 3 µM;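 active means inhibition above a per-plate cutoff, the plate's mean sample inhibition plus 3 SD, cut at about 24% in these data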;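 further: 0% = DMSO plus EC80 ATP and 100% = DMSO alone without ATP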
TAAR1 agonist = human TAAR1 agonists, primary screen, Fluo-8 calcium fluorescence, CHO RD-HGA16 cells; 360,000 tested, 0.99% active; activation, % at 3 µM; vehicle wells 0%, saturating PEA agonist 100%; Trace amine-associated receptor 1 (Homo sapiens), Q96RJ0;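 active means activation above the mean activation of all test compounds in the run plus 3 SD, cut at about 38% in these data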
Target sequence (Q96RJ0 whole entry, looked up): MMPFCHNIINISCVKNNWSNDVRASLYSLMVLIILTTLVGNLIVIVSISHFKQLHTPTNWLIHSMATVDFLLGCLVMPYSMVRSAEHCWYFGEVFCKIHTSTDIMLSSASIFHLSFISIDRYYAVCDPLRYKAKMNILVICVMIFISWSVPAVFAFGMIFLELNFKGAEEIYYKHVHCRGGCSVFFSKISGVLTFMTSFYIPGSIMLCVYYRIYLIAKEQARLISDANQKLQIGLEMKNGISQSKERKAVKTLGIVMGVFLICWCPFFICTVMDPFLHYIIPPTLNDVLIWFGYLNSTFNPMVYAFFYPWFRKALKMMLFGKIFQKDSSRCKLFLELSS
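Repeats: no replicates (n 1) | Material: CHO-derived RD-HGA16 cells with stable Gα16 and human TAAR1 | Technique: Kinetic Fluo-8 calcium fluorescence | Schedule: 17-24 h seeding, 75 min 37 °C dye, 30 min RT | Evaluation: % activation from peak over basal fluorescence ratio, DMSO-to-PEA scaled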
OXTR potentiate = human OXTR potentiators, primary screen, fluorescence, CHO-OTR cells, Fluo-8 calcium. 320,000 tested, 0.061% active. AID 2445, 2010. activation, % at 3 µM. Fluo-8 calcium fluorescence, potentiator mode; 0% = oxytocin EC15, 100% = EC100;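 active means activation above that plate's cutoff, the mean activation of tested compounds plus 3 SD, cut at about 6.6% in these data, passing the limit was not always enough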;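 further: 100% uses oxytocin at 75 nM as the full agonist control; some results filed as inactive read as strong as hits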
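Replication – single well per compound, singlicate · Assay system – CHO cell line stably expressing human OTR · Timing – 6 min pre-incubation, 100 s read · Measure – normalized max/min fluorescence ratio, % activation · Doses – 3.0 µM, one dose · Detection – Fluo-8 calcium dye fluorescence · Probe or stimulus – oxytocin near EC15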
CHO-K1 Ca ag = counter-screen for M1 agonists: effect in parental CHO-K1 cells. Fluo-8 calcium fluorescence; scaled to maximal ATP response, vehicle zero. 360,000 tested, 0.48% active. activation, % at 3 µM; in the data active means activation above about 15%;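 further: untransfected CHO-K1 host cells lacking M1 receptor as counterscreen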
TAAR1 antagonist = human TAAR1 antagonists, primary screen, Fluo-8 calcium fluorescence, CHO RD-HGA16 cells; Trace amine-associated receptor 1 (Homo sapiens), Q96RJ0; antagonist; inhibition, % at 3 µM; 360,000 tested, 1.5% active; AID 624466, 2012;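 active means inhibition above a per-plate cutoff, the mean inhibition of test compounds on that plate plus 3 SD, cut at about 49% in these data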;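 further: 0% = DMSO plus EC80 beta-PEA response and 100% = DMSO alone without agonist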
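Material: CHO RD-HGA16 cells bearing hTAAR1; compound dosing: one-point dosing, 3 µM nominal final; schedule: dye loading 75 min at 37 °C, then 30 min room temperature; measured by: calcium fluorescence with Fluo-8; control set: vehicle and agonist controls; replication: n of 1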
M1 PAM parental = nonselective calcium activators in parental CHO-K1 cells, primary screen, counter-screen for M1 PAM project, cell-based, Fluo-8 calcium fluorescence, full deck, 1536-well | ATP EC20; 0% at ATP EC20, 100% at ATP max | 360,000 tested, 0.02% active | activation, % at 3 µM;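 active means activation above the run cutoff, the mean activation of all test compounds plus 3 SD, cut at about 40% in these data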;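 further: peak over basal fluorescence ratio in a 140 s read after ATP addition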
V1R ag counter = agonists of human V1a receptor, primary screen, counter-screen for OXTR agonist project, fluorescence, CHO-V1R cells. 320,000 tested, 0.25% active. Fluo-8 calcium fluorescence, agonist mode; 0% DMSO, 100% 3 nM vasopressin. activation, % at 3 µM. AID 2797, 2010;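 active means activation above the mean activation of all tested compounds plus 3 SD, per screening run, cut at about 20% in these data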;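 further: signal is peak over basal fluorescence ratio across a 100 second FLIPR read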
Target sequence (P37288 whole entry, looked up): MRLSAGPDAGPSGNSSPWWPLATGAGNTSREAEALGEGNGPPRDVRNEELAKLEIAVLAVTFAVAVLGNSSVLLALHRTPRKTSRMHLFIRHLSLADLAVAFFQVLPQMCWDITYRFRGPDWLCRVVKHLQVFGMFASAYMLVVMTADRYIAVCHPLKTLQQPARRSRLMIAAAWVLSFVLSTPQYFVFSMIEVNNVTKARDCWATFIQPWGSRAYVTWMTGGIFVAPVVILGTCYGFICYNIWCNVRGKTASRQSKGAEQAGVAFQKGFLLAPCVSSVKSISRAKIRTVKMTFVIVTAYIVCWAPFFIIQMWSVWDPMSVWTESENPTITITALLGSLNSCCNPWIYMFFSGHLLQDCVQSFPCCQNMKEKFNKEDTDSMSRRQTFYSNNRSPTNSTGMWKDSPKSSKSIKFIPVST
CHO parental Ca = ATP-evoked calcium signal inhibitors, parental CHO, primary screen, counter-screen for OX1R antagonist project, cell-based, fluorescence, Fluo-8 calcium dye | parental CHO-K1, ATP-induced calcium, Fluo-8 fluorescence | inhibition, % at 5.6 µM | 330,000 tested, 0.63% active;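 active means inhibition above that plate's mean sample inhibition plus 3 SD, cut at about 26% in these data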;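 further: 0% = ATP-challenged DMSO wells and 100% = DMSO wells without ATP; some compounds past the cut are filed as inactive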
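material = parental CHO cells | also added = ATP as calcium-mobilizing challenge | dosing = single point at 5.6 µM | detection = intracellular calcium via Fluo-8 no-wash fluorescent dye | read-out = % inhibition | benchmarks = low control ATP plus DMSO, high control DMSO only | repeats = one well per compound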
CHRM1 agonist = human M1 muscarinic receptor agonists, primary screen, Fluo-8 calcium fluorescence, CHO-K1 cells, HTS; Muscarinic acetylcholine receptor M1 (Homo sapiens), P11229; CHO-K1 hM1, agonist mode; 0% DMSO, 100% acetylcholine EC100; activation, % at 3 µM; 360,000 tested, 0.33% active;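 active means activation above the run's mean compound activation plus 3 SD, cut at about 16% in these data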;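 further: peak over basal fluorescence ratio within a 140 s kinetic read after compound addition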
* hit, by the source's call; / = no result given.

SMILES	CHO-K1 Ca antag	TAAR1 agonist	OXTR potentiate	CHO-K1 Ca ag	TAAR1 antagonist	M1 PAM parental	V1R ag counter	CHO parental Ca	CHRM1 agonist
COc1ccc(NC(=O)C/C(C)=N/NC(=O)c2cnccn2)cc1	-8	1	-1	0.5	-29	7	0.4	-10	-3
COc1ccc(C2=Nc3ccccc3NC(=O)C2N(C(=O)c2ccnc3ccccc23)c2ccccc2)cc1 (stereo unspecified)	-15	2	/	3.2	1	20	/	/	-2
O=C(COc1ccc(S(=O)(=O)NC2CCCC2)cc1)NCC1CCCO1 (stereo unspecified)	-2	1	5	1.3	-2	18	1.7	-4	-10
NC(=O)c1nsc(C(=O)N(c2ccc(Cl)cc2)C(C(=O)NCC2CCCO2)c2cccs2)c1N (stereo unspecified)	-12	16	3	0.8	-6	22	-0.3	-27	-3
O=C(Nc1ccc(S(=O)(=O)Nc2nccs2)cc1)c1ccc(F)cc1	-27	-1	-5	0.8	-15	28	0.3	-15	-2
O=C(O)c1ccc(N2CC3CC(C2)c2cccc(=O)n2C3)c(NC(=S)Nc2ccc(Br)cc2)c1 (stereo unspecified)	-8	11	-9	6.5	3	5	3.2	-4	1
O=S(=O)(Cc1ccccc1)Oc1ccccc1	3	-3	-8	2.5	-7	-17	-1.9	2	-2
CNC(=O)c1cc2cc(Cl)cc(OC)c2oc1=O	-10	5	-11	3.8	-16	17	1.1	-24	-4
Cc1ccc(S(=O)(=O)Nc2cc(=O)[nH]c(SCC(=O)Nc3ccccc3C(F)(F)F)n2)cc1	-9	9	-9	0.6	-8	7	-0.5	-1	-3
COc1ccc(NS(=O)(=O)c2cc(NC(=O)C(CC(C)C)NC(N)=O)ccc2N2CCOCC2)cc1 (stereo unspecified)	-11	0	/	0.6	2	-6	/	/	-2
Cc1ccc(NC(=O)C(NC2CCCC2)c2ccccc2)cc1Cl (stereo unspecified)	-12	16	-2	1.2	-15	-3	0.5	-20	-11
C[C@H](NC(=O)Nc1cccc(C(F)(F)F)c1)C(=O)O	-19	6	-3	0.6	4	13	0.3	-2	0
COC(=O)C(C)N=Cc1ccccc1 (stereo unspecified)	-21	-1	-3	0.5	1	1	0.0	0	-3
Cc1nc(NCCc2ccccc2)c2oc3ccccc3c2n1	17	6	-8	6.7	27	6	3.6	46*	-1
CCO/C=C1/C(=O)N(c2ccc(OC)cc2)C(=O)c2ccccc21	-1	7	-13	0.6	4	4	0.2	-8	-1
O=C(Nc1nnc(Cc2ccc(Cl)cc2)s1)c1cccs1	-11	11	-11	0.1	4	23	-0.4	10	-2
C[C@@]12C(=O)Nc3ccc(Br)cc3C(=O)N1[C@H]1c3cc(Cl)ccc3OC[C@@H]1[C@@H]2c1ccccc1	-11	/	0	1.4	/	11	0.2	-19	-5
Nc1nonc1C(=O)NCCN=Cc1cc(Cc2ccccc2)cc(Br)c1O	2	/	-11	0.5	/	2	0.8	62*	-4
COc1cc(NC(=O)NCC2CCN(Cc3ccccc3F)CC2)cc(OC)c1	-5	1	/	0.3	6	-2	/	/	-9
Clc1ccc(C2=NN(c3ccccc3)C(c3ccco3)C2)cc1 (stereo unspecified)	-3	-1	2	0.0	-11	4	0.9	-20	-2
COc1ccc(NC(=O)CCSc2ccc3ccccc3n2)cc1	6	-2	-10	0.8	0	-7	-0.1	-23	-7
CCCCC1(CC)C(=O)NC(=O)NC1=Nc1ccc(OC)cc1 (stereo unspecified)	2	17	4	0.7	-3	17	-0.6	-5	-4
Cc1nc2sccn2c(=O)c1S(=O)(=O)NCC(C)c1ccccc1 (stereo unspecified)	1	19	-3	0.7	-20	6	2.0	-9	-4
CC(C)C(=O)Nc1ncc(Cc2ccc(Cl)cc2)s1	7	5	-11	0.3	-1	-7	0.6	-18	-5
Cc1cc(C(F)F)n2ncc(C(=O)NC3CCCCCC3)c2n1	12	12	-20	-0.3	9	2	-0.4	2	-5

Quoted from the listing:
For CHO parental Ca, `Cc1nc2sccn2c(=O)c1S(=O)(=O)NCC(C)c1ccccc1` (stereo unspecified) has the entry -9
For OXTR potentiate, `Nc1nonc1C(=O)NCCN=Cc1cc(Cc2ccccc2)cc(Br)c1O` has the entry -11
For CHO parental Ca, `C[C@@]12C(=O)Nc3ccc(Br)cc3C(=O)N1[C@H]1c3cc(Cl)ccc3OC[C@@H]1[C@@H]2c1ccccc1` has the entry -19

Compound profiles (already shown):
Entry for O=C(O)c1ccc(N2CC3CC(C2)c2cccc(=O)n2C3)c(NC(=S)Nc2ccc(Br)cc2)c1 (stereo unspecified) = CHO-K1 Ca antag = -8; TAAR1 agonist = 11; OXTR potentiate = -9; CHO-K1 Ca ag = 6.5; TAAR1 antagonist = 3; M1 PAM parental = 5; V1R ag counter = 3.2; CHO parental Ca = -4; CHRM1 agonist = 1
Entry for COC(=O)C(C)N=Cc1ccccc1 (stereo unspecified) = CHO-K1 Ca antag = -21; TAAR1 agonist = -1; OXTR potentiate = -3; CHO-K1 Ca ag = 0.5; TAAR1 antagonist = 1; M1 PAM parental = 1; V1R ag counter = 0.0; CHO parental Ca = 0; CHRM1 agonist = -3
Entry for O=S(=O)(Cc1ccccc1)Oc1ccccc1 = CHO-K1 Ca antag = 3; TAAR1 agonist = -3; OXTR potentiate = -8; CHO-K1 Ca ag = 2.5; TAAR1 antagonist = -7; M1 PAM parental = -17; V1R ag counter = -1.9; CHO parental Ca = 2; CHRM1 agonist = -2

More compounds.
SMILES	CHO-K1 Ca antag	TAAR1 agonist	OXTR potentiate	CHO-K1 Ca ag	TAAR1 antagonist	M1 PAM parental	V1R ag counter	CHO parental Ca	CHRM1 agonist
O=C(O)c1cccc(-n2cccc2/C=C/[N+](=O)[O-])c1	-7	2	-3	0.3	-16	7	-0.1	1	0
COC(=O)c1cc(Cn2nc(C(=O)O)c3ccccc3c2=O)oc1C	-5	8	-13	0.4	-22	-6	6.1	24	0
CCOC(=O)C1=C(C)NC2=C(C(=O)CC(c3cccs3)C2)C1c1cccs1 (stereo unspecified)	0	8	-12	2.3	18	10	-0.7	2	-5
COC(=O)CN(c1ccccn1)S(=O)(=O)c1ccccc1	1	14	-8	-0.4	3	1	-0.4	-6	-1
Cc1ccc(C(=O)NC(C)c2ccc(-n3ccnc3)cc2)cc1S(=O)(=O)N1CCOCC1 (stereo unspecified)	-7	0	0	1.8	0	12	0.1	-8	-6
O=C(CCCCCCC(=O)NCc1ccccc1)NCc1ccccc1	-3	6	-2	1.5	-9	19	0.0	-18	0
CC(=O)Nc1c(Cl)cc2c(c1Cl)C(=O)c1ccccc1-2	-16	0	/	-0.1	-12	13	/	/	-3
O=C(COCc1ccccc1)N[C@@H]1c2ccccc2CC[C@H]1OCc1ccccc1	-16	2	/	1.0	14	8	/	-20	-2
CCc1ccccc1NC(=O)Cn1ccn(-c2ccc(OC)cc2)c(=O)c1=O	-8	0	-4	-0.2	-3	-9	-0.1	-7	-2
CCOC(=O)c1c(C)oc2c(CN3CCN(C)CC3)c(Br)c(OC)c(O)c12	2	6	-3	-0.1	-5	-9	0.1	-9	-6
CCOc1ccc(S(=O)(=O)N2CCN(C(=S)NC3CC3)CC2)cc1	-8	0	-27	0.7	-3	10	2.0	3	0
O=C(O)CNS(=O)(=O)c1c(Cl)cccc1Cl	-8	-1	-3	0.4	17	5	-0.1	-8	-1
CCCNC(=O)COc1coc(CN2CCN(C(=O)c3ccco3)CC2)cc1=O	-4	1	-1	5.0	2	22	-0.2	-8	-3
CCn1c(=S)sc2c(=O)n(CC(=O)Nc3cccc(OC)c3)c(C)nc21	-20	1	-21	1.2	5	18	-0.3	-11	-2
CCCSCCCNC(=O)c1ccc(C)c(NC(=O)C2=C(C)OCCS2)c1	-11	2	-11	0.8	-27	10	-0.1	-14	-4
COc1ccc(C(CC(=O)NC(C)c2ccc(-c3ccccc3)cc2)NC(C)=O)cc1 (stereo unspecified)	-12	7	-15	3.5	0	-1	1.3	-12	-2
Cc1cccc(N2CCN(C(=O)C34CC5CC(CC(C5)C3)C4)CC2)c1C	-8	3	-21	0.3	-9	12	-0.1	-20	-5
O=C(NCCN1CCOCC1)c1ccc(=O)n(Cc2ccc(Cl)cc2)c1	21	7	0	-0.7	105*	-14	0.2	-10	-3
CCOC(=O)Nc1oc2ccccc2c(=O)c1CN1CCOCC1	2	16	-17	2.5	38	8	-0.8	-28	-1
CCOc1ccccc1NC(=O)C1CC(=O)n2ncnc2N1 (stereo unspecified)	-9	4	-9	0.2	-20	3	-0.7	-2	-3
CC(C)CCSc1nc2[nH]ncc2c(=O)[nH]1	-10	3	-6	0.2	-11	11	-0.8	4	-6
NS(=O)(=O)c1ccc(CCNC(=O)c2cc(-c3cccs3)nc3ccccc23)cc1	11	18	/	5.6	65*	16	/	/	-6
CC(=O)N1c2ccc(S(=O)(=O)N3CCCC3)cc2CC1C(=O)NCc1ccc(N(C)C)cc1 (stereo unspecified)	-10	0	-3	0.4	-8	0	0.9	-18	-2
O=C1C(=Cc2cccc(O)c2O)SC(=S)N1CCCN1CCOCC1	1	20	/	-0.3	-11	4	/	/	2
Cc1ccccc1-n1c(=O)cc(N2CCN(Cc3ccccc3)CC2)[nH]c1=O	2	0	-1	-0.2	-2	4	-0.4	-4	0
COc1ccccc1/C=C/C=N/NC(=O)c1cnccn1	-12	1	-6	0.6	-20	2	-0.3	4	-2
COc1ccc(NC(=O)CN2CCN(S(=O)(=O)c3ccc(F)cc3)CC2)cc1Cl	-12	6	-16	2.8	-4	11	13	-5	-1
O=C(c1ccc(Cl)cc1)N1CCOc2ccccc21	11	-3	/	-0.3	-4	-12	/	/	-2

Arranged by number of heavy atoms (rising): some entries from above
SMILES	CHO-K1 Ca antag	TAAR1 agonist	OXTR potentiate	CHO-K1 Ca ag	TAAR1 antagonist	M1 PAM parental	V1R ag counter	CHO parental Ca	CHRM1 agonist
CC(C)CCSc1nc2[nH]ncc2c(=O)[nH]1	-10	3	-6	0.2	-11	11	-0.8	4	-6
O=C(c1ccc(Cl)cc1)N1CCOc2ccccc21	11	-3	/	-0.3	-4	-12	/	/	-2
O=C1C(=Cc2cccc(O)c2O)SC(=S)N1CCCN1CCOCC1	1	20	/	-0.3	-11	4	/	/	2

Rows were taken by chance. Share with any hit: about 3.3%.
